M1 ag parental: counter-screen for M1 agonists: effect in parental CHO-K1 cells; Fluo-8 calcium fluorescence; scaled to maximal ATP response, vehicle zero; activation, % at 3 µM; 360,000 compounds, 0.48% hits; AID 602248, 2012; in the data active = activation above about 15%;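 note: untransfected CHO-K1 host cells lacking M1 receptor as counterscreen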
M5 PAM: human M5 muscarinic receptor positive allosteric modulators, primary screen, CHO-K1 cells, Fluo-8 calcium fluorescence | Muscarinic acetylcholine receptor M5 (Homo sapiens), P08912 | CHO-K1 hM5, ACh EC20 PAM; 0% = ACh EC20, 100% = ACh EC100 | activation, % at 3 µM | 360,000 compounds, 0.3% hits | AID 624038, 2012;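 active = activation above the run cutoff, the mean activation of all test compounds plus 3 SD, cut at about 18% in these data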
Target sequence (P08912 whole entry, looked up): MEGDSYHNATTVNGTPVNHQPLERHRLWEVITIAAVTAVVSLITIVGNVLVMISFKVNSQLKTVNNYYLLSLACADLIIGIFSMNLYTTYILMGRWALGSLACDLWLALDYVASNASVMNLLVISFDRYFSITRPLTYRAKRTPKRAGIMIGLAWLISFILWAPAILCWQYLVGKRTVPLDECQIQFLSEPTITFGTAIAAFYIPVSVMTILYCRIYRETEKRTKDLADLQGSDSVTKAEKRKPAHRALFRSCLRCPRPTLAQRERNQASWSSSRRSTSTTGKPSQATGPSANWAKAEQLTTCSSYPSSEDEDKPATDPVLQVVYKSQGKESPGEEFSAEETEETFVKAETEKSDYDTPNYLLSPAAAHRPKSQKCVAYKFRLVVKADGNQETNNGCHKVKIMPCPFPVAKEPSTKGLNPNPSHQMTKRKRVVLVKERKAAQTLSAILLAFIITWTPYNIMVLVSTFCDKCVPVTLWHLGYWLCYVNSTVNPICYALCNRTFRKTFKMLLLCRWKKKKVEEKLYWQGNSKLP
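System: CHO-K1 cell line with stable human muscarinic M5 receptor expression | Also added: EC20 acetylcholine as agonist stimulus | Compound: One concentration, 3 µM final (nominal) | Timing: Fluo-8 loading 80 min at 37 °C plus 30 min room temperature | Measured by: Fluo-8 calcium dye fluorescence, kinetic read | Read-out basis: % activation, ACh-normalized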
M5 ag: human M5 muscarinic receptor agonists, primary screen, CHO-K1 cells, Fluo-8 calcium fluorescence | Muscarinic acetylcholine receptor M5 (Homo sapiens), P08912 | CHO-K1 hM5 cells; 0% DMSO wells, 100% maximal acetylcholine response | activation, % at 3 µM | 360,000 compounds, 0.19% hits | AID 624037, 2012;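 active = activation above the run's mean over test compounds plus 3 SD, cut at about 23% in these data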;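 note: signal is peak over basal fluorescence ratio across the kinetic read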
CHRM4 agonist: human M4 muscarinic receptor agonists, primary screen, CHO-K1 cells, Fluo-8 calcium fluorescence; Muscarinic acetylcholine receptor M4 (Homo sapiens), P08173; activation, % at 3 µM; CHO-K1 hM4/Gqi5; vehicle 0%, full acetylcholine response 100%; 360,000 compounds, 0.14% hits;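 active = activation above the run mean over all test wells plus 3 SD, cut at about 32% in these data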;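 note: peak over basal fluorescence ratio per well then scaled between controls; 0% = DMSO wells and 100% = acetylcholine at EC100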
Target sequence (P08173 whole entry, looked up): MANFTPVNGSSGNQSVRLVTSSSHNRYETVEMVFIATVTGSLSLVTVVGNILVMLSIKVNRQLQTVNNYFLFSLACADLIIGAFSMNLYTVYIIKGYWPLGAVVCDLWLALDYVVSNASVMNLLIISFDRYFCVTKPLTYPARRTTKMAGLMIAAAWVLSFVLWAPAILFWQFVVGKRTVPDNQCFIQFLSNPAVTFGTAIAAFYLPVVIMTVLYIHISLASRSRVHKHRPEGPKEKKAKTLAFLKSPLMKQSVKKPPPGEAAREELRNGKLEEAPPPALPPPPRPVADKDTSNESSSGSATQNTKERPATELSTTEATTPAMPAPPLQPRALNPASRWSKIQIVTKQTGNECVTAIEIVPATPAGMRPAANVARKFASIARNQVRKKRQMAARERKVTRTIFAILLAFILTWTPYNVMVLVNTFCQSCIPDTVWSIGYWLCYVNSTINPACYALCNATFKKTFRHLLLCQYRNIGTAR
CHRM4 PAM: human M4 muscarinic receptor positive allosteric modulators, primary screen, CHO-K1 cells, Fluo-8 calcium fluorescence | Muscarinic acetylcholine receptor M4 (Homo sapiens), P08173 | CHO-K1 hM4/Gqi5, ACh EC20; 0% = ACh EC20, 100% = maximal ACh | activation, % at 3 µM | 360,000 compounds, 0.4% hits | AID 624126, 2012;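 active = activation above its plate's cutoff, the mean activation of sample wells plus 3 SD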; note: some results filed as inactive read as strong as hits
M1 PAM parental: nonselective calcium activators in parental CHO-K1 cells, primary screen, counter-screen for M1 PAM project, cell-based, Fluo-8 calcium fluorescence, full deck, 1536-well; 360,000 compounds, 0.02% hits; ATP EC20; 0% at ATP EC20, 100% at ATP max; AID 602247, 2012; activation, % at 3 µM;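 active = activation above the run cutoff, the mean activation of all test compounds plus 3 SD, cut at about 40% in these data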;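 note: peak over basal fluorescence ratio in a 140 s read after ATP addition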
M4 antag: human M4 muscarinic receptor antagonists, primary screen, CHO cells, Fluo-8 calcium fluorescence; Muscarinic acetylcholine receptor M4 (Homo sapiens), P08173; CHO-hM4 cells, ACh EC80; inhibition, % at 3 µM; 360,000 compounds, 0.73% hits;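 active = inhibition above its plate's cutoff, the mean inhibition of sample wells plus 3 SD, cut at about 27% in these data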;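 note: 0% = acetylcholine EC80 with DMSO and 100% = DMSO without agonist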
M5 antag: human M5 muscarinic receptor antagonists, primary screen, CHO cells, Fluo-8 calcium fluorescence. 360,000 compounds, 0.59% hits. inhibition, % at 3 µM. CHO-hM5 cells, ACh EC80. AID 624040, 2012;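 active = inhibition above a per-plate cutoff, the mean of that plate's test compounds plus 3 SD, cut at about 27% in these data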;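 note: 0% = acetylcholine EC80 with DMSO and 100% = DMSO without agonist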
CHO-K1 Ca antag: M1 antagonist counterscreen hit in parental CHO-K1 cells | inhibition, % at 3 µM | 360,000 compounds, 0.6% hits | ATP-induced calcium, Fluo-8 fluorescence | AID 602250;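 active = inhibition above a per-plate cutoff, the plate's mean sample inhibition plus 3 SD, cut at about 24% in these data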;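 note: 0% = DMSO plus EC80 ATP and 100% = DMSO alone without ATP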
An asterisk follows results filed as active.

Start of the listing, in advance, 3 compounds:
SMILES	M1 ag parental	M5 PAM	M5 ag	CHRM4 agonist	CHRM4 PAM	M1 PAM parental	M4 antag	M5 antag	CHO-K1 Ca antag
Oc1ccc(-c2n[nH]c(=S)n2Cc2ccccc2)cc1	1.7	3	-2	2	9	18	3	-6	-2
O=C(c1[nH]c(C(F)(F)F)nc1-c1ccccc1)N1CCN(c2cccc(C(F)(F)F)n2)CC1	1.7	0	-6	5	0	14	-26	2	-17
Cn1ccnc1SCC(=O)NC12CC3CC(CC(C3)C1)C2	0.1	-3	-2	0	-2	-6	9	4	-12

The list itself (from the top)
SMILES	M1 ag parental	M5 PAM	M5 ag	CHRM4 agonist	CHRM4 PAM	M1 PAM parental	M4 antag	M5 antag	CHO-K1 Ca antag
Oc1ccc(-c2n[nH]c(=S)n2Cc2ccccc2)cc1	1.7	3	-2	2	9	18	3	-6	-2
O=C(c1[nH]c(C(F)(F)F)nc1-c1ccccc1)N1CCN(c2cccc(C(F)(F)F)n2)CC1	1.7	0	-6	5	0	14	-26	2	-17
Cn1ccnc1SCC(=O)NC12CC3CC(CC(C3)C1)C2	0.1	-3	-2	0	-2	-6	9	4	-12
c1ccc(Cc2nnc3sc(C4COc5ccccc5O4)nn23)cc1 (configuration not stated)	11	-6	0	6	2	20	-2	1	-19
Cn1nnc(NC(=O)CSc2nnnn2-c2ccc(F)cc2)n1	0.1	2	-2	1	6	-4	-5	-6	2
O=C(/C=C/Nc1ccc(F)cc1F)c1ccc(Br)cc1	0.3	4	4	0	-2	16	-4	-7	-7
CC(C)(C)OC(=O)N1CCC(CC2CC(c3ccccc3)=NO2)(C(=O)O)CC1 (configuration not stated)	0.6	13	-1	3	12	-11	-9	0	-4
CCOc1ccc(S(=O)(=O)NC2CCCC2)cc1C	0.5	6	-6	2	1	-18	0	-8	4
Cc1cc(C)n(-c2ccc(C(=O)OCC(=O)Nc3ccc(S(=O)(=O)N4CCOCC4)cc3)cc2)n1	2.3	-12	-5	6	4	22	-6	-1	-5
Cc1ccc(NC(=O)CS(=O)CC(=O)NC(C)CCc2ccco2)cc1Cl (configuration not stated)	4.1	-5	0	9	2	16	-21	-1	-17
COc1ccc(C=NCC2COc3ccccc3O2)cc1OC (configuration not stated)	0.2	3	3	1	7	8	-1	-8	-15
CC(=O)Nc1ccc(S(=O)(=O)NC(CC(=O)O)c2ccc(OC(C)C)cc2)cc1 (configuration not stated)	-0.3	1	-3	1	-1	-1	9	3	8
COc1ccc(CC(=O)O/N=C(\N)Cc2cccc3ccccc23)cc1	0.5	-8	0	0	-6	-10	5	12	19
O=C(c1cc2ccccc2oc1=O)N(Cc1ccc(F)cc1)C1CCS(=O)(=O)C1 (configuration not stated)	1.2	9	4	1	0	25	0	-7	-22
CCCCCCN1CC(O)=C(c2nc3ccccc3[nH]2)C1=N	-0.6	3	2	0	11	-3	-7	1	-1
NC(=O)c1ccccc1OCC(=O)N1CCCC1c1ccc2c(c1)OCCCO2 (configuration not stated)	5.0	-17	-1	19	-12	5	6	12	7
O=C1C2C3C=CC(C3=C3CCCCC3)C2C(=O)N1c1ccccc1 (configuration not stated)	1.8	-5	4	3	3	29	-9	8	-7
Cc1ccnc(NC(=O)c2ccc(S(=O)(=O)N3CCCCCC3)cc2)c1	0.5	-1	-1	4	-1	-15	-5	6	-14
O=C1c2ccc3c4c(ccc(c24)C(=O)N1c1cccc(O)c1)CC3	0.3	5	2	2	-1	12	-4	-22	-2
COC(=O)c1ccc2[nH]c3c(c2c1)CC(C)CC3 (configuration not stated)	-0.5	6	-4	0	3	-9	-23	-3	10
ON=C1c2ccccc2-c2cc(Br)ccc21	0.2	4	-1	-1	3	19	8	-2	-19
Cc1[nH]c2ccccc2c1NC(=O)CN1CCN(C(=O)c2ccco2)CC1	0.2	-1	-5	1	-4	9	2	4	-7
CN(C)C(=S)c1ccc(N(C)C)cc1	1.5	6	1	0	13	19	-2	-3	-6
OCc1cn(-c2ccccc2)nc1-c1ccco1	0.8	6	2	2	4	10	3	1	-16
COc1ccc(SCCc2nnc(-c3ccccc3)o2)cc1	1.1	-2	-5	2	8	6	-8	6	-12
O=C(COc1ccc(S(=O)(=O)N2CCCC2)cc1)NCCC1=CCCCC1	0.8	0	-4	1	-9	2	-3	2	4
CN(C)C(CNC(=O)c1ccc(S(=O)(=O)N(C)C)cc1)Cc1ccccc1 (configuration not stated)	0.4	-4	-8	2	-1	3	-6	3	1
CC(C)OC(=O)C1C2C=CC3(CN(C(C)c4ccc(Br)cc4)C(=O)C13)O2 (configuration not stated)	-0.1	0	1	1	-1	10	-7	-9	2
Cc1ccc(S(=O)(=O)N2CCC(C(=O)N3CCC[C@H]3C(=O)NCc3ccccc3)CC2)cc1	0.2	-3	-3	1	1	12	-1	-5	-6
COc1ccc(-c2nc3ncnn3cc2C)cc1F	3.6	2	0	1	5	11	-2	3	-17
O=C(Nc1nc2ccccc2n1Cc1ccccc1)c1ccco1	1.6	-9	-4	3	-7	15	-2	3	-3
Cn1cc(CN2CCC(C(=O)Nc3cccc(-c4cscn4)c3)CC2)cn1	1.6	-4	-2	1	10	5	0	10	2
Cn1c(=O)c(=O)n(C)c2cc(S(=O)(=O)N3CCC(Cc4ccccc4)CC3)ccc21	0.9	4	-3	1	2	7	10	-3	-3
O=C1Nc2c(c(=O)[nH]c(=O)n2-c2ccc(F)cc2)C1(NS(=O)(=O)c1ccccc1)C(F)(F)F (configuration not stated)	0.8	9	3	0	2	19	16	5	-13
CC(C)Nc1ncnc2c1ncn2[C@H]1CN(CCN2CCOCC2)C[C@@H](CO)O1	0.4	0	1	1	8	13	-13	7	0
O=C(NCc1ccccn1)C(=O)NCC1OCCN1S(=O)(=O)c1ccc(Cl)cc1 (configuration not stated)	1.0	-3	-2	2	1	-1	-3	-4	-6
Cc1ccccc1Nc1nc(N)nc(CCl)n1	0.3	2	-1	1	-3	-12	-4	3	-8
O=C(Oc1ccc(C(=S)N2CCOCC2)cc1Br)c1ccccc1F	1.8	-6	-4	1	-7	21	-1	4	-7
COc1cccc(NS(=O)(=O)c2ccc3c(c2)NC(=O)C(C)C(=O)N3)c1 (configuration not stated)	1.0	-1	0	0	1	10	0	0	-7
Cc1ccc(/C=N/NC(=O)c2ccc(Br)o2)s1	-0.1	5	-3	2	8	-7	3	-4	-4
O=C(c1c(F)cccc1F)N1CCCC1	0.8	4	-1	1	2	9	-7	-10	-16
Cc1cccc(CN2CCC(C(=O)Nc3cccc(-c4cccc(F)c4)c3)CC2)n1	4.2	-5	-5	11	-3	-4	-5	9	-5
O=S(=O)(c1ccc(-n2cnnn2)cc1)N1CCNCC1	2.9	-5	1	11	-7	-20	-3	3	5
O=C(NC1CCCCC1)c1cccc2c1C(=O)c1ccc(N3CCC(Cc4ccccc4)CC3)cc1S2(=O)=O	0.8	-4	3	2	4	0	3	14	-6
Cc1ccc(CNC(=O)CCc2nnc3ccc(NCCCN4CCCC4=O)nn23)cc1	-0.5	6	-6	1	6	0	-26	-23	-1
O=C(NC1CCCc2ccccc21)C1CCCO1 (configuration not stated)	0.7	-2	0	0	6	18	-2	2	-12
Cc1cc(C)nc(-n2nc(C)cc2NC(=O)c2ccc(F)cc2F)n1	-0.2	3	-3	0	-2	0	-4	-1	-4
Cc1nc2c(C(=O)NCCc3ccccc3Cl)c[nH]n2c(=O)c1Cl	-1.0	7	0	-2	14	-2	0	-9	2
CCOc1cc(/C=C2\SC(=NC)N(C)C2=O)cc(Cl)c1OC(C)=O	-0.3	-1	0	0	0	-6	-10	7	3
COc1ccc(-c2csc(NC(=O)COC(=O)C3=COCCO3)n2)cc1	9.6	-7	8	8	-8	17	1	11	-14
COC(CN(C)S(=O)(=O)c1cc2c3c(c1)CCN3C(=O)CC2)OC	-0.5	5	-5	2	5	-2	-9	-16	-10
NS(=O)(=O)c1ccc(CCNS(=O)(=O)c2ccccc2)cc1	0.5	2	-4	2	-1	-1	-1	7	6
Cc1c(-c2cccc(Cl)c2)nc2ccccc2c1C(=O)OC/C(O)=C(\C#N)c1nc2ccccc2[nH]1	0.4	2	-3	3	5	11	-1	2	-4
Cc1cccc(N2Cc3ccccc3C2=NC(=O)c2ccc(Cl)nc2)c1	0.2	-8	-1	1	-1	17	-5	9	-10
CC(C)N(Cc1nc(-c2ccccc2)no1)C(=O)CCCN1C(=O)c2ccccc2C1=O	3.5	-5	4	8	-6	10	-6	4	-14
COCC(=O)N(C)C[C@H]1N[C@@](C)(C(=O)OC)[C@H]2C(=O)N(Cc3ccccc3)C(=O)[C@@H]12	0.0	1	3	0	-5	-3	-3	-8	-6
CCn1ncc([N+](=O)[O-])c1C(=O)Nc1ccc(C(=O)N2CCCCC2)cc1	0.8	-3	2	2	-3	3	13	8	-7
COc1ccc(C(=O)O)cc1S(=O)(=O)NC(C)C	1.1	8	0	1	15	28	-2	3	-19
CN(C)c1cccc(C(=O)NNC(=O)CN2C(=O)C3CC=CCC3C2=O)c1 (configuration not stated)	1.1	1	3	1	4	13	-7	1	-16
O=C(CSc1nnc(NC(=O)c2ccc(S(=O)(=O)N3CCOCC3)cc2)s1)Nc1ccccc1C(F)(F)F	0.2	3	2	1	13	14	5	-5	-10
The results go on.
SMILES	M1 ag parental	M5 PAM	M5 ag	CHRM4 agonist	CHRM4 PAM	M1 PAM parental	M4 antag	M5 antag	CHO-K1 Ca antag
CC(C)C(NS(=O)(=O)c1ccccc1)C(=O)OCC(=O)NNC(=O)c1ccccc1 (configuration not stated)	0.1	4	1	-1	-4	-2	6	3	-4
COc1cccc(-c2sc3ccc(OC)cc3c2C#CC(C)(C)O)c1	-0.5	0	-4	-1	2	22	-7	0	-24
Cc1ccc(NS(=O)(=O)c2ccccc2)c(NS(=O)(=O)c2ccccc2)c1	0.7	-10	-2	3	-6	11	9	17	-9
COc1ccc2oc(=O)c(-c3nnc(N)s3)cc2c1	1.9	-2	-2	1	2	14	-10	-6	-6
COc1ccccc1CCNC(=O)CC1C(=O)NCCN1CCCc1ccccc1 (configuration not stated)	0.0	3	-2	2	-3	10	2	4	4
CC(C)(C)C(=O)Nc1ccccc1C(=O)Nc1cc(Cl)ccc1Cl	1.1	-1	-4	-2	3	27	-14	-5	-4
CCOC(=O)C1=NNC2(c3ccc(C)cc3)C(=O)N(c3ccc(Cl)cc3)C(=O)C12 (configuration not stated)	1.0	-9	0	1	6	12	-17	0	-14

Laid out differently: two of the compounds above.
COc1ccc(C=NCC2COc3ccccc3O2)cc1OC (configuration not stated)
  M1 ag parental: 0.2	M5 PAM: 3	M5 ag: 3	CHRM4 agonist: 1	CHRM4 PAM: 7	M1 PAM parental: 8	M4 antag: -1	M5 antag: -8	CHO-K1 Ca antag: -15

CC(=O)Nc1ccc(S(=O)(=O)NC(CC(=O)O)c2ccc(OC(C)C)cc2)cc1 (configuration not stated)
  M1 ag parental: -0.3	M5 PAM: 1	M5 ag: -3	CHRM4 agonist: 1	CHRM4 PAM: -1	M1 PAM parental: -1	M4 antag: 9	M5 antag: 3	CHO-K1 Ca antag: 8

Bioassay records from PubChem.
